LYPLA1 inh: counter-screen for PME1 inhibitors: inhibitors of human LYPLA1; O75608; recombinant LYPLA1, FP-Rh probe fluorescence polarization; inhibition, % at 5.9 µM; actives 0.16% (n = 320,000); AID 2174;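 active = inhibition above the mean of all tested compounds plus 3 SD, set per campaign, cut at about 14% in these data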;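 note: inhibitors block serine hydrolase probe labeling of LYPLA1 so polarization falls; 0% = enzyme with DMSO and 100% = wells lacking LYPLA1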
ZTA counter: blocks Epstein-Barr virus ZTA, an EBNA-1 counter-screen. P03206. ZTA-DNA binding, fluorescence polarization. inhibition, % at 11 µM. actives 0.15% (n = 320,000). AID 2234; in the data active = inhibition above about 33%
Target sequence (P03206 whole entry, looked up): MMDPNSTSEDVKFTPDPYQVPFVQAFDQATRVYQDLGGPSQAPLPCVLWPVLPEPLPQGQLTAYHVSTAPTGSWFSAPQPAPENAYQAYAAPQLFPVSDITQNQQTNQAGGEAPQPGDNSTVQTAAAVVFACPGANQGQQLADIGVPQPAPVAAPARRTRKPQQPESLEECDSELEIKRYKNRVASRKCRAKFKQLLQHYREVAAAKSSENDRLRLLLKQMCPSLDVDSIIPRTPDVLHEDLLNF
LYPLA2 counter: counter-screen for PME1 inhibitors: inhibitors of human LYPLA2; AID 2177; inhibition, % at 5.9 µM; actives 0.38% (n = 320,000); O95372; recombinant LYPLA2, FP-Rh probe fluorescence polarization;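 active = inhibition above the screen-wide mean plus 3 SD, limit set per campaign, cut at about 26% in these data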;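 note: 0% = LYPLA2 with DMSO and 100% = wells lacking LYPLA2 enzyme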
Target sequence (O95372 whole entry, looked up): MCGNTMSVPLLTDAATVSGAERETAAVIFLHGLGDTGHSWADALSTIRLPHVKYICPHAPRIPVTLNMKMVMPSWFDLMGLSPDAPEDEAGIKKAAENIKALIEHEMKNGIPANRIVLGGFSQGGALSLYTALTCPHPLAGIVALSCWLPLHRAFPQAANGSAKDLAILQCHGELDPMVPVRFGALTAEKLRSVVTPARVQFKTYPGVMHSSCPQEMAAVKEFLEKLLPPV
PAFAH1B2 FP inh: inhibitors of human PAFAH1B2; AID 492953; recombinant PAFAH1B2, FP-rhodamine activity probe, fluorescence polarization; actives 1.2% (n = 340,000); inhibition, % at 3.39 µM; P68402;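 active = inhibition above the mean of all tested compounds plus 3 SD, cut at about 24% in these data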;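 note: 0% = enzyme with DMSO and 100% = wells lacking PAFAH1B2; many of its hits are not listed in these tables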
Target sequence (P68402 whole entry, looked up): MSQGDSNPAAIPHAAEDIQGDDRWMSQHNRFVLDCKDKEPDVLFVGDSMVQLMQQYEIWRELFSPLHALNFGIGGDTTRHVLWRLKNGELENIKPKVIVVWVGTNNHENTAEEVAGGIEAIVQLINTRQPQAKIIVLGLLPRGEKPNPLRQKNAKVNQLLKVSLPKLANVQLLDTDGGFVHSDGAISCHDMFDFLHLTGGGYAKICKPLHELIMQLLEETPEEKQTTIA
EBNA-1 inhibitor: blocks EBNA-1 binding to DNA. EBNA-1 DNA binding, fluorescence polarization. actives 0.34% (n = 300,000). inhibition, % at 14.8 µM; in the data active = inhibition above about 28%
PREPL inhibitor: inhibits the human prolyl oligopeptidase-like enzyme. Q4J6C6. recombinant PREPL, fluorescence polarization activity-based probe. inhibition, % at 5.96 µM. actives 0.68% (n = 320,000); in the data active = inhibition above about 43%;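 note: 0% = enzyme with DMSO and 100% = wells lacking enzyme; many of its hits are not listed in these tables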
PAFAH2 inh: inhibitors of human PAFAH2; Q99487; recombinant PAFAH2, FP-rhodamine activity probe, fluorescence polarization; inhibition, % at 3.39 µM; actives 0.99% (n = 340,000);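 active = inhibition above the mean over all tested compounds plus 3 SD, cut at about 30% in these data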;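 note: inhibitors block probe labeling of enzyme so polarization drops; 0% = enzyme with DMSO and 100% = wells lacking PAFAH2 protein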
PAFAH1B3 inh: inhibitors of human PAFAH1B3. AID 492972. Q15102. actives 0.28% (n = 340,000). recombinant PAFAH1B3, FP-rhodamine probe, fluorescence polarization. inhibition, % at 3.39 µM;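 active = inhibition above the screen-wide average of all tested compounds plus 3 SD, cut at about 25% in these data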;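 note: 0% = enzyme with DMSO only and 100% = wells lacking PAFAH1B3 protein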
Target sequence (Q15102 whole entry, looked up): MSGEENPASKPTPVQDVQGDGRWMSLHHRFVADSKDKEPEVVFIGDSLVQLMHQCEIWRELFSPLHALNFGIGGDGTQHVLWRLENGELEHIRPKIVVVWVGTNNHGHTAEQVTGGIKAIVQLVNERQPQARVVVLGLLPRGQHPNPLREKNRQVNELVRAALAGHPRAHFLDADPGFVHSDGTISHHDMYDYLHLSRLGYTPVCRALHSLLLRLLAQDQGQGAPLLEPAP
pPAFAH FP inh: inhibitors of human plasma PAF acetylhydrolase (pPAFAH); recombinant pPAFAH, FP-rhodamine probe fluorescence polarization; inhibition, % at 3.39 µM; actives 1.5% (n = 330,000); AID 463082;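 active = inhibition above the mean inhibition across the screen plus 3 SD, cut at about 25% in these data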;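 note: inhibitors block binding of the rhodamine activity-based probe so polarization drops; 0% = enzyme with DMSO and 100% = wells lacking pPAFAH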
* hit, by the source's call; / = not tested or not shown. An excerpt; the hit share may differ from the screen's.

Compound,LYPLA1 inh,ZTA counter,LYPLA2 counter,PAFAH1B2 FP inh,EBNA-1 inhibitor,PREPL inhibitor,PAFAH2 inh,PAFAH1B3 inh,pPAFAH FP inh
CCOC(=O)c1c(N)sc(C(O)(C(F)(F)F)C(F)(F)F)c1-c1ccc(F)cc1,-3,-10,3,-1,-17,8,-6,-2,-3
COc1ccc(N(C)C(=O)c2ccc3snnc3c2)cc1,-1,15,-2,0,5,5,12,-2,3
Cc1ccc(S(=O)(=O)N2CCC(C(=O)OC3CCOC3=O)CC2)cc1C (centres undefined),-2,13,-5,2,8,-2,-2,2,2
Cn1cccc1Cc1nnc(SCC(=O)NC2CCCCC2)n1-c1ccc(F)cc1,1,12,-3,15,-3,3,3,0,11
COc1ccc(OC)c(-n2c(=S)[nH]c3cc(C(=O)N(C)Cc4ccccc4)ccc3c2=O)c1,1,1,2,-3,2,3,5,5,3
O=C1CCCN1CCCNS(=O)(=O)c1cccc(F)c1,-7,-8,-4,-1,-17,0,9,3,1
Cc1ccc(Cn2c(=O)n(C)c(=O)c3sccc32)cc1,0,-17,-3,2,5,4,-3,7,-2
O=C(CN1CCCCC1)Nc1cccc(Cl)c1,1,-6,-2,0,9,1,2,7,-7
CCCC1CCc2c(sc(NC(=O)OCC)c2C#N)C1 (centres undefined),3,12,7,5,6,1,1,2,10
Cc1ccc2nc(N3CCCCC3)c(C=O)c(=O)n2c1,2,0,4,/,-3,3,/,/,7
CCC[C@@H](CN1CCC[C@H]1CN1C(N)=NC[C@H]1CC(C)C)N1C[C@@H]([C@H](C)CC)N(CCCC2CCCC2)C1=N,/,/,/,-4,/,46*,0,10,-5
COc1ccc2[nH]c(C(=O)O)c(NS(=O)(=O)c3ccc(Cl)s3)c2c1,4,2,8,23,-1,0,22,9,6
N#Cc1ccc(/C=N/NC(=O)CCc2ccc(S(=O)(=O)N3CCOCC3)cc2)cc1,2,10,9,-3,-4,8,-9,4,5
CCN(CC)c1ccc(NC(=O)CN2C(=O)CC(C)(C)S(=O)(=O)c3ccccc32)c(C)c1,2,-4,-3,2,8,-2,5,-4,9
CC(c1cccs1)N(Cc1ccco1)C(=O)Nc1ccc(Cl)c(Cl)c1 (centres undefined),-18,-10,-33,-5,-2,8,-13,0,-10

The list goes on:
Compound,LYPLA1 inh,ZTA counter,LYPLA2 counter,PAFAH1B2 FP inh,EBNA-1 inhibitor,PREPL inhibitor,PAFAH2 inh,PAFAH1B3 inh,pPAFAH FP inh
O=c1cc(CSc2nnc(Nc3ccccc3F)s2)nc2sccn12,-7,16,-7,-1,1,2,8,-1,3
COc1cc(N)n(S(=O)(=O)c2ccc(C)cc2)n1,1,-16,4,5,-5,15,3,-5,2
CCCCN(C)C(=O)c1cccc(OC2CCN(CC(C)(C)C)CC2)c1,1,-5,8,4,3,-7,7,4,3
N#CC1=C(SCC(=O)Nc2ccc(C(=O)O)cc2)NC(=O)CC1c1ccco1 (centres undefined),5,-3,14,12,-2,4,0,12,8
Cc1ccsc1C(=O)OCC(=O)NCCc1ccccc1,/,/,/,5,/,-14,26,2,2
CSCCC(NC(=O)c1ccccc1)C(=O)OCC(=O)Nc1ccc(C)c(Cl)c1 (centres undefined),-11,-17,-11,3,-8,7,5,0,-5
CCc1ccc(CN(C)C(=O)CCc2nnc(Cc3cccc(C)c3)o2)nc1,0,-3,2,-2,-4,17,6,1,1
Cc1ccc(C)c(OCC(=O)NCCN(C)C)c1,-2,5,-5,-2,3,-3,-7,7,2
CCOC(=O)c1ccc(N2C(=O)CC(N3CCN(Cc4ccccc4)CC3)C2=O)cc1 (centres undefined),0,5,9,1,-8,16,0,1,-1
C=CCSc1nnc(NC(=O)C2CC(=O)N(c3ccc4c(c3)OCCO4)C2)s1 (centres undefined),/,/,/,2,/,0,12,0,1
COc1ccc(C(=O)C(OC(=O)c2ccccc2)c2ccccc2)cc1 (centres undefined),-4,-17,-2,-2,2,-3,-8,0,4
Cc1ccc(C)c(NC(=O)CSc2nnc(CNC(=O)c3ccco3)o2)c1,0,-2,-3,0,1,-2,2,-1,0
Cc1ccc(CNC(=S)Nc2ccc(C)c([N+](=O)[O-])c2)cc1,-8,-9,-7,2,8,-14,-7,-7,6
O=C(c1ccc(Cl)cc1[N+](=O)[O-])N1CCN(c2ccccn2)CC1,-2,-6,3,-1,2,17,2,7,4
CCc1ccc(N2CC(C(=O)Nc3cccc(S(=O)(=O)N4CCCC4)c3)CC2=O)cc1 (centres undefined),-3,4,-1,-2,-7,3,-12,-7,1

The list goes on:
Compound,LYPLA1 inh,ZTA counter,LYPLA2 counter,PAFAH1B2 FP inh,EBNA-1 inhibitor,PREPL inhibitor,PAFAH2 inh,PAFAH1B3 inh,pPAFAH FP inh
Cc1cc(C)n(-c2c(F)c(F)c(CO)c(F)c2F)n1,-2,11,9,-1,7,4,-4,15,4
Cc1nn2c(=O)cc(COC(=O)c3ccc(NC(=O)C(C)(C)C)cc3)nc2s1,0,-12,31*,1,-4,14,2,11,8
COc1ccc(CCN2C(=O)CC(N3CCN(S(=O)(=O)c4ccccc4)CC3)C2=O)cc1OC (centres undefined),5,-22,9,6,0,7,-4,-2,1
N#C/C(=C\c1ccccc1[N+](=O)[O-])C(=O)NC1CCCCC1,1,-19,6,2,-6,-4,2,-3,0
COc1ccc(C(=O)OCC(=O)NC2CCCCCCC2)cc1OC,/,/,/,-1,/,4,87*,6,13
Cn1c(=O)c2[nH]c(N=Nc3ccc(N)cc3N)nc2n(C)c1=O,-4,-4,-6,2,-9,-1,-3,8,1
COc1ccccc1-c1cn[nH]c1-c1ccc(OCC(=O)NN)cc1O,-4,6,0,5,7,19,0,4,-2
CC1CCN(C(=O)c2nc[nH]c2C(=O)O[C@H](C)c2ccccc2)CC1,-2,-4,4,10,/,1,3,7,1
COCCCN(C(=O)c1ccccc1F)c1nc(-c2ccc(OC)cc2)cs1,2,-1,-1,-2,-9,3,4,-2,4
O=[N+]([O-])c1cccnc1NCCNc1ncc(C(F)(F)F)cc1Cl,3,-23,-2,6,-12,24,2,1,6
O=C(O)CC1(CC(=O)Nc2ccc3ccccc3n2)CCCCC1,-1,-8,-3,/,1,7,/,/,3
Cc1nnsc1-c1c(C(=O)N2CCOCC2)c(C)nn1-c1ccccc1,0,-4,-2,5,-3,-9,7,10,3
C=CCn1c(SCC(=O)c2ccc(O)c(O)c2)nnc1-c1ccc(C)cc1,2,-16,3,1,/,27,28,10,28*
COc1ccccc1-c1noc(-c2ccccc2C(=O)NCc2ccco2)n1,1,-27,-4,-1,-2,2,-5,0,3
O=C(CCCN1CCC(C(=O)c2ccc(F)cc2)CC1)c1ccc(F)cc1,1,-5,10,4,-1,8,-4,-1,7

Remaining list, next part
Compound,LYPLA1 inh,ZTA counter,LYPLA2 counter,PAFAH1B2 FP inh,EBNA-1 inhibitor,PREPL inhibitor,PAFAH2 inh,PAFAH1B3 inh,pPAFAH FP inh
COc1ccccc1Oc1cc(C#N)c(C#N)cc1-n1nnc2ccccc21,0,11,-5,-1,-4,11,-4,4,0
COc1ccc(NC(=S)Nc2ccc(S(N)(=O)=O)cc2)c(OC)c1,4,15,0,6,-2,4,5,7,-1
Cc1ccc(-n2cccn2)c(CN2CCCC(C(=O)c3sccc3C)C2)c1 (centres undefined),-1,0,5,8,5,-1,0,6,0
CCc1ccccc1NC(=O)c1ccc(-n2c(C)ccc2C)cc1,-2,-7,-12,-4,-8,-6,-1,-2,3
Cc1ccc(C)c(NC(=S)NNC(=S)Nc2ccc(C(C)C)cc2)c1,3,-9,14,6,-7,18,16,10,22
COc1ccc(NC(=O)Cc2nnc(SCC(=O)Nc3ccccc3)n2C)cc1,1,3,2,0,3,0,1,11,5
O=C1CCCC2=C1C(c1ccc(O)c(O)c1)c1c(ccc3ncccc13)N2 (centres undefined),-14,5,-27,/,-11,26,/,/,17
CCOC(=O)c1ccc(NC(=O)CSc2nc(N3CCOCC3)nc(N3CCOCC3)n2)cc1,-2,8,-4,2,3,5,-1,2,2
O=C(Cn1cncn1)N/N=C/c1c2ccccc2cc2ccccc12,1,2,2,-2,-7,6,1,2,-1
CC1CCCCC12NC(=O)N(CC(=O)Nc1ccc3c(c1)OCCCO3)C2=O (centres undefined),2,5,2,-2,/,4,-5,1,1
Cc1cc2cc(CN(Cc3cccs3)S(=O)(=O)c3ccc4c(c3)OCCO4)c(=O)[nH]c2cc1C,-2,-17,0,1,-17,-18,-3,-5,1
CCc1nnc(NC(=O)CSc2nc3c(cc2C#N)CCC3)s1,3,-1,0,8,4,13,8,6,7
Cc1nc(NC(=O)c2ccc(-c3cc4ccccc4oc3=O)cc2)ccc1Br,-2,-12,-1,-6,-3,0,-10,-8,-3
CCn1c(S(=O)(=O)O)nc2ccccc21,3,0,1,2,8,0,14,6,0
CC(=O)N1CCc2cc(S(=O)(=O)NCCCN3CCC(C)CC3)ccc21,-1,5,2,3,3,-1,5,4,6
Cc1nc2scc(C)n2c(=O)c1S(=O)(=O)N1CCN(c2ccccc2)CC1,0,8,2,1,0,4,-7,11,-1
c1ccc(-c2nc(NCCCn3ccnc3)c3ccccc3n2)cc1,1,-8,8,2,-13,1,6,15,1
COc1cccc(-c2nc(CS(=O)(=O)CC(=O)NCCc3ccccc3)c(C)o2)c1,-2,17,-3,1,5,-10,10,2,9

Compound profiles (already shown).
COc1cc(N)n(S(=O)(=O)c2ccc(C)cc2)n1 in the list: LYPLA1 inh = 1; ZTA counter = -16; LYPLA2 counter = 4; PAFAH1B2 FP inh = 5; EBNA-1 inhibitor = -5; PREPL inhibitor = 15; PAFAH2 inh = 3; PAFAH1B3 inh = -5; pPAFAH FP inh = 2
COc1ccc(NC(=O)Cc2nnc(SCC(=O)Nc3ccccc3)n2C)cc1 in the list: LYPLA1 inh = 1; ZTA counter = 3; LYPLA2 counter = 2; PAFAH1B2 FP inh = 0; EBNA-1 inhibitor = 3; PREPL inhibitor = 0; PAFAH2 inh = 1; PAFAH1B3 inh = 11; pPAFAH FP inh = 5
O=C(CN1CCCCC1)Nc1cccc(Cl)c1 in the list: LYPLA1 inh = 1; ZTA counter = -6; LYPLA2 counter = -2; PAFAH1B2 FP inh = 0; EBNA-1 inhibitor = 9; PREPL inhibitor = 1; PAFAH2 inh = 2; PAFAH1B3 inh = 7; pPAFAH FP inh = -7

A draw from above in order of SMILES length, falling:
Compound,LYPLA1 inh,ZTA counter,LYPLA2 counter,PAFAH1B2 FP inh,EBNA-1 inhibitor,PREPL inhibitor,PAFAH2 inh,PAFAH1B3 inh,pPAFAH FP inh
COc1ccc(NC(=O)Cc2nnc(SCC(=O)Nc3ccccc3)n2C)cc1,1,3,2,0,3,0,1,11,5
COc1ccccc1Oc1cc(C#N)c(C#N)cc1-n1nnc2ccccc21,0,11,-5,-1,-4,11,-4,4,0
O=C(Cn1cncn1)N/N=C/c1c2ccccc2cc2ccccc12,1,2,2,-2,-7,6,1,2,-1
CCc1ccccc1NC(=O)c1ccc(-n2c(C)ccc2C)cc1,-2,-7,-12,-4,-8,-6,-1,-2,3

Structures shown so far containing a tert-butyl group (2):
Compound,LYPLA1 inh,ZTA counter,LYPLA2 counter,PAFAH1B2 FP inh,EBNA-1 inhibitor,PREPL inhibitor,PAFAH2 inh,PAFAH1B3 inh,pPAFAH FP inh
CCCCN(C)C(=O)c1cccc(OC2CCN(CC(C)(C)C)CC2)c1,1,-5,8,4,3,-7,7,4,3
Cc1nn2c(=O)cc(COC(=O)c3ccc(NC(=O)C(C)(C)C)cc3)nc2s1,0,-12,31*,1,-4,14,2,11,8
